Shiga toxin inh – blocks Shiga toxin action in Vero cells. Vero cells, Shiga toxin protein synthesis inhibition reporter. inhibition, % at 38.7 µM. hit rate 9.2% among 290,000. AID 2315; in the data active means inhibition mostly above about 28%, no sharp cut-off; inactive means mostly below about 43%; further: 0% is about no effect
Pf growth 96h – inhibits malaria parasite growth, 96 h; P. falciparum luciferase reporter growth, 96 h; Potency, µM (doses to about 28.7 µM), for inactives: top-dose activity change, negative = inhibition, usual class: inhibitors; hit rate 6.9% among 320,000; AID 504834; further: potency means the concentration at half of the fitted maximal effect; on the % scale 0 is the no-effect control and ±100 the full control effect
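Plates of compound plus infected erythrocytes (2% hematocrit, 0.05% parasitemia final) incubate 96 hours, 37 C, 5% CO2. Detection reagent added; reduced luminescence from the parasites' luciferase reporter flags inhibition.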
TbPYK inhibitor – T. brucei pyruvate kinase inhibition | TbPYK enzyme, Kinase-Glo Plus ATP luminescence, 45 min | Potency, µM (titrated, usually from 76.8 µM), without a hit: at the highest dose activity, negative = inhibition, actives largely listed as inhibitors | hit rate 0.12% among 410,000; further: potency means the concentration at half of the fitted maximal effect; on the % scale 0 is the no-effect control and ±100 the full control effect; nearly all actives have a fitted effect of over 50% in size
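Screened from lowest to highest concentration, compounds were pinned into TbPYK/substrate mixtures, and ADP (130 uM final) was added. Plates sat at room temperature for 45 min prior to Kinase-Glo Plus detection by luminescence.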
Cycloheximide cs – counter-screen hit for Shiga toxin inhibitors, cycloheximide; hit rate 12% among 300,000; max response, %; cell reporter, cycloheximide protein synthesis inhibition counterscreen; in the data active means max response mostly above about 13%, no sharp cut-off; inactive means mostly below about 14%; further: read at 38.3 µM for the half of the compounds with a filed dose; 0% is about no effect
LmPK inh – blocks Leishmania mexicana pyruvate kinase activity. hit rate 0.37% among 290,000. purified LmPK, Kinase-Glo ATP luminescence, 1 h. AID 1721. Potency, µM (highest dose often 57.5 µM), without a hit: at the highest dose activity change, negative = inhibition, usual class: inhibitors. Q27686; further: potency means the concentration at half of the fitted maximal effect; on the % scale 0 is the no-effect control and ±100 the full control effect
Target sequence (Q27686 whole entry, looked up): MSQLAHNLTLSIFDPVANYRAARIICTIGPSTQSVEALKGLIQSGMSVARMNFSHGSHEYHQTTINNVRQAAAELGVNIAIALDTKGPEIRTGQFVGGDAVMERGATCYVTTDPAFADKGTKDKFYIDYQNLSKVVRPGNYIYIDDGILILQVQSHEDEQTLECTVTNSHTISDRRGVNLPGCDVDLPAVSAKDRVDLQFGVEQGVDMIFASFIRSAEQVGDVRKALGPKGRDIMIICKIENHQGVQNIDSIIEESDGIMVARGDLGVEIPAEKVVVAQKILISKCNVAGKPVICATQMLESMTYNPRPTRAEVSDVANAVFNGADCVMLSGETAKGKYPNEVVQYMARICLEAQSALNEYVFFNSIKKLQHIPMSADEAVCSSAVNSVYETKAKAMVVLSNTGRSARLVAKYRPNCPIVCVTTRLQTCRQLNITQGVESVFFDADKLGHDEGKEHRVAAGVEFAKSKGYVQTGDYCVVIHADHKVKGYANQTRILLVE
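Pyruvate kinase activity monitored as ATP production (luciferase luminescence). Conditions: 0.1 nM enzyme, 0.5 mM PEP, 0.1 mM ADP, 1 h, RT; normalized against uninhibited and no-enzyme wells.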
AmpC inh no detg – AmpC beta-lactamase inhibition without detergent | Potency, µM (top dose mostly 57.1 µM), without a hit: at the top dose activity change, negative = inhibition, most hits filed as inhibitors | hit rate 0.52% among 330,000 | P00811 | AmpC nitrocefin hydrolysis, absorbance 480 nm, 0.0001% Triton;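 further: potency means the concentration at half of the fitted maximal effect; plate controls were no compound for no effect and no enzyme for full effect; nearly all actives have a fitted effect of over 20% in size; some results filed as inactive show a strong effect at the top dose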
Target sequence (P00811 whole entry, looked up): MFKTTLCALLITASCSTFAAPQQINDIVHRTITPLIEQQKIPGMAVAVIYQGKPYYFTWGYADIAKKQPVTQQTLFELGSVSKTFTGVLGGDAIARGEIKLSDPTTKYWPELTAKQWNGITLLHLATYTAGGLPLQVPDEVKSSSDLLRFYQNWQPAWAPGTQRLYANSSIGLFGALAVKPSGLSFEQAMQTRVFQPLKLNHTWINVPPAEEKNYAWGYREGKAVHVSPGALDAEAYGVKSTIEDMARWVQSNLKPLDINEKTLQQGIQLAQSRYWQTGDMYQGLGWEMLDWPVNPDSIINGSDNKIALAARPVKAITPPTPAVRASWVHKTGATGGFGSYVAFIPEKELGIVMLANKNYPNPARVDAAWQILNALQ
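20 mM phosphate pH 7.0 + 0.01% (detergent screen) or 0.0001% Triton X-100; 5.3 nM AmpC reagent; cpd preinc 15 min RT; nitrocefin (800 uM stock) to start; A480 q20 s × 4 min; Activity was normalised to no-enzyme and no-compound control wells.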
Pf growth 48h – inhibits P. falciparum growth in the first generation, 48 h. P. falciparum luciferase growth in erythrocytes, 48 h. AID 504832. hit rate 5.9% among 310,000. Potency, µM (doses to about 28.7 µM), for the others: top-dose activity change, negative = inhibition, usual class: inhibitors; further: potency means the concentration at half of the fitted maximal effect; on the % scale 0 is the no-effect control and ±100 the full control effect
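In quantitative HTS format, infected erythrocytes bearing luciferase-reporter parasites were treated for a single generation at 37 C. Luminescence after adding detection reagent served as the growth measure.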
The depositor's hits bear a star; i = inactive; ? = inconclusive; . = no result given; & = joins results of further samples; [ ] = dose if it differs, or a comment. Unless noted, the call rests on the fitted dose curve; in most records, active means well fitted curve in the direction sought with a large enough effect; inconclusive means small, poorly fitted or top-dose-only effect, or another doubt; inactive means no such curve, though single readings can be large; an effect the other way counts as inactive or inconclusive.

#	compound	AmpC inh no detg	LmPK inh	Shiga toxin inh	TbPYK inhibitor	Cycloheximide cs	Pf growth 96h	Pf growth 48h
1	COc1ccc(C(=O)Cn2cnc3ccccc3c2=O)cc1	-12%	-6%	89*	0%	41*	131%[activator]	79%[activator]
2	CN1CCN(C(=S)C(=O)Nc2ccc(Br)cc2)CC1	-23%	1%	1	?	-3	1%[5.75 µM]	17%
3	Cc1c(C(N)=O)sc2ncn(CC(=O)OC(C)C)c(=O)c12	-13%	0%	-5	5%	-1	-18%	2%
4	CCCCOC(=O)Nc1nc2ccc(OC)cc2s1	-4%	-5%	53*	1%	38*	-7%	61%[activator]
5	O=C(NCc1ccco1)c1cc(-c2cccnc2)nc2ccccc12	-6%	1%	-5	-4%	6	0%	-1%
6	COc1ccc(N(CC(=O)NCc2ccc(C)cc2)S(=O)(=O)c2c(C)[nH]c(=O)[nH]c2=O)cc1	-22%	3%	-8	1%&12%	-5	4.7µM*	25%
7	COc1ccccc1/C=C/C=N/N1CCN(c2ccccn2)CC1	-19%	-2%	-9	1%	-4	25%	?
8	Cc1sc(N/N=C/C=C/c2ccccc2)nc1-c1ccccc1	-18%	-2%	-7	-12%	-6	?	?
9	Cc1ccc(Oc2ccc(Oc3ccc(C)cc3)nn2)cc1	-10%	2%	-15	-5%	-6	109%[activator]	90%[activator]
10	COP(=O)(c1ccc(N(C)C)cc1)C(O)c1ccccc1 (stereo not drawn)	-18%	-1%	-4	4%	-4	?	?
11	CCOC(=O)c1c(C)[nH]c(C(=O)COC(=O)c2oc3ccccc3c2C)c1C	-1%	2%	-4	5%	-3	15%	.
12	CCOC(=O)c1c(C)oc2c1c(C(c1cccnc1)N1CCN(C)CC1)c(O)c1ccccc12 (stereo not drawn)	-10%	-4%	156*	.	53*	0%	55%[activator]
13	CC(C)NCCCCOc1cccc(Br)c1	-6%	-2%	-8	24%	1	-2%	4%
14	N#CCSc1nc(N)c(C#N)c(C2CCCCC2)c1C#N	-18%	2%	-22	-4%	-6	?	2%
15	Cc1ccc(F)cc1NC(=O)CSc1nc(Nc2ccccc2)nc(N2CCOCC2)n1	-11%	-5%	5	2%	7	-9%	?
16	CCc1cc2c3c(c(=O)oc2cc1OC)CCCC3	-24%	-2%	-6	6%	-2	1%	6%
17	C/C(=N\NC(=O)c1ccc(O)cc1)c1ccc(N2CCOCC2)cc1	-5%	8%	30	3%	2	51%[activator]	48%[activator]
18	NC(=O)C1CCN(C(=O)CN2CCN(c3cccc(C(F)(F)F)c3)CC2)CC1	2%	-1%	-5	-1%	-5	-4%	10%
19	CC(C)c1cc(C(=O)NCc2cccnc2)no1	-10%	-4%	18	1%	11	?	?
20	Cc1ccc(Oc2ncccc2CO)cc1	-9%	-3%	-4	-9%	6	1%	5%
21	CC1(O)CC(=O)N(c2ccccc2)O1 (stereo not drawn)	-32%	-2%	-7	.	17	?	9%
22	COCCNC(=O)Cn1c(=O)n(CCC(=O)NCCc2ccccc2)c(=O)c2ccccc21	-28%	-4%	-9	0%	6	-3%	33%[activator]
23	Cc1ccc(C(=O)Nc2nc3ccccc3n3nnnc23)cc1	-9%	-6%	41	1%	6	207%[activator]	80%[activator]
24	CCc1cc(=O)oc2c(C)c(OCC(=O)NC3CC(C)(C)NC(C)(C)C3)ccc12	-12%	-1%	-8	5%	1	10µM*	?
25	CCOc1ccc(N2CC(C(=O)NCCc3c[nH]c4ccc(OC)cc34)CC2=O)cc1 (stereo not drawn)	15%	0%	-13	-3%	1	0%	-16%
26	COc1ccc(C(=O)NCc2cccnc2)cc1C(=O)NCc1cccnc1	1%	.	.	-14%	.	?	0%
27	CC(C)N1CCC(N2CCN(Cc3ccc(C#CC(C)(C)O)s3)CC2CCO)CC1 (stereo not drawn)	-14%	-4%	-10	1%	2	?	-5%
28	Cc1ccc(-c2nn(-c3ccccc3)cc2/C=N/NC(=O)c2ccc(Br)o2)cc1	-26%	0%	36*	-2%	24*	?	?
29	CCCCC(c1nnnn1CCOC)N1CCN(C(=O)c2ccco2)CC1 (stereo not drawn)	-22%	10%	32	3%	10	.	5%
30	COc1ccccc1N(C)S(=O)(=O)c1ccc(C(=O)OCC(=O)Nc2cc(C)on2)cc1	-29%	2%	-4	-1%	7	26%	-11%
31	CC(=O)c1ccc(-c2ccc(C(=O)NCC(c3ccc(F)cc3)N3CCOCC3)o2)cc1 (stereo not drawn)	110%[activator]	.	.	-1%	.	?	-22%
32	COc1ccccc1CNC(=O)CSc1ccc(-c2ccccn2)nn1	-9%	-2%	30	0%	10	-28%	15%
33	COc1ccc(C(CC(=O)O)NC(=O)Cc2ccccc2)cc1OC (stereo not drawn)	1%	1%	-4	-12%	-3	?	-11%
34	Cc1ccc(C(=O)CCC(=O)OCC(=O)Nc2ccccc2SCC#N)cc1	-17%	.	.	-3%	.	10%	16%
35	CC1CN(C2CCN(S(=O)(=O)c3ccccc3)CC2)CC(C)O1 (stereo not drawn)	-8%	1%	12	-21%	-3	-5%	-1%
36	Cc1ccc2c3c(cccc13)-c1ccccc1C2=O	-20%	-2%	14	1%	28*	307%[activator]	31%[activator]
37	COc1ccccc1C1CC(=O)Oc2c(C(C)C)ccc(C)c21 (stereo not drawn)	-4%	.	i	0%	0	.	.
38	COc1ccc(C2(O)CCN(Cc3nnnn3Cc3ccc(F)cc3)CC2)cc1	53%	4%	-13	3%	-5	-5%	-17%
39	O=C(COc1ccc(F)cc1)NC1CC1	-26%	-2%	-13	0%	-1	?	-7%
40	Cc1cccc(-n2c(-c3ccncc3)n[nH]c2=S)c1	-10%	14µM*	-2	?	-3	?	1%
41	Nc1c(C(=O)CSc2nc3ccccc3o2)c(=O)[nH]c(=O)n1C1CC1	-19%	.	.	2%	.	4%	29%
42	O=C(Nc1nnc(Cc2ccc(F)cc2)s1)Nc1ccccc1F	-25%	-3%	-4	-6%	-2	12µM*	-4%
43	Cc1ccc(C)c(NC(=O)COC(=O)c2ccc3ccccc3n2)c1	-5%	.	.	-8%	.	24%	40%[activator]
44	Cc1ccc2c(c1)N(CC(=O)N1CCCc3ccccc31)C(=O)C(C)O2 (stereo not drawn)	26%	0%	52	-2%	16	6%	-25%
45	Cc1sc(NC(=O)CCC(=O)O)c(C(N)=O)c1-c1ccccc1	-17%	0%	28	-29%	8	85%[activator]	4%
46	Cc1ccc(NC(=O)COC(=O)c2ccc(S(=O)(=O)N3CCCCC3)cc2)cc1	-9%	.	.	1%	.	?	?
47	COc1cc2ncnc(NCc3cccc(Cl)c3)c2cc1OC	27%	4%	-5	0%	-3	?	?
48	CSc1ccccc1OCc1cc(C(=O)NC2CCc3ccccc32)no1 (stereo not drawn)	-20%	0%	9	-20%	9	19%	-17%
49	Cc1c(CN2CCCC(C(=O)c3cccc(OC(C)C)c3)C2)c(=O)n(-c2ccccc2)n1C (stereo not drawn)	43%	-1%	-3	6%	-1	24%	-12%
50	Cc1ccc(C)n1-c1nn(S(=O)(=O)c2ccccc2)c2cccc(F)c12	-14%	2%	-5	5%	-4	?	?
51	COc1ccc(N2CC(O)=C(c3nc(-c4ccccc4)cs3)C2=N)cc1	-25%	-1%	-8	-7%	-2	0.47µM*	?
52	Cc1ccc(-c2nc(CN3CCCC(C(=O)N4CCOCC4)C3)c(C)o2)cc1 (stereo not drawn)	4%	-2%	35	4%	1	9%	24%
53	CCC(=O)N(CCCN(C)C)c1nc(-c2cc(OC)ccc2OC)cs1	56%	-4%	-4	8%	0	?	-6%
54	COc1cc(C(=O)Nc2nc(-c3cccs3)cs2)cc(OC)c1OC	65%[activator]	2%	-9	2%	8	14%[5.75 µM]	12µM*
55	COCCNC(=O)CN(Cc1ccccc1)S(=O)(=O)c1ccc2nc(C)sc2c1	39%	3%	-12	0%	1	8%	-12%
56	CCN(CC)C(=O)CSc1nc2sc3c(c2c(=O)n1CCOC)CCC3	-8%	1%	.	2%	-1	?	?
57	N/C(Cc1ccc(Cl)c(Cl)c1)=N\OC(=O)c1ccc(Br)o1	-41%	7%	-4	1%	-2	15µM*	15µM*
58	Cc1ccc(S(=O)(=O)N2CCCC(C(=O)Nc3ccc(C(=O)O)cc3)C2)cc1Cl (stereo not drawn)	-19%	4%	1	-2%	-2	1%	-24%
59	COc1cccc(NC(=O)C2CCN(C(=O)[C@@H]3Cc4ccccc4CN3)CC2)c1	0%	5%	12	0%	38*	?	?
60	COc1ccc(-c2nnn(Cc3nn[nH]n3)n2)cc1OC	-6%	-3%	-8	-10%	1	?	7%

As entered above:
Cycloheximide cs result of entry 58 : -2
TbPYK inhibitor result of entry 39 : 0%
Pf growth 48h result of entry 31 : -22%
AmpC inh no detg result of entry 60 : -6%
AmpC inh no detg result of entry 40 : -10%

Other results follow.
#	compound	AmpC inh no detg	LmPK inh	Shiga toxin inh	TbPYK inhibitor	Cycloheximide cs	Pf growth 96h	Pf growth 48h
61	COC(=O)CCC(=O)NNC(=O)C1CC1(c1ccccc1)c1ccccc1 (stereo not drawn)	-3%	-13%	-6	6%	-4	10µM*	18%
62	COc1cc(C(=O)Nc2ccncc2)cc(OC)c1OC	-3%	4%	6	0%	13	?	27%
63	Nc1nonc1-c1noc(N2CCCCC2)n1	-4%	-18%	80*	-2%	30*	32%[activator]	96%[activator]
64	CCc1cccc(OCCn2nc(C(=O)O)c3ccccc3c2=O)c1	-5%	0%	3	-11%	2	55%[activator]	-13%
65	Cc1nc2cc(N3CCCCC3)c(NC(=O)c3ccncc3)cc2c(=O)n1Cc1ccc(Cl)cc1	-8%	-4%	16	.	-2	?	.
66	CCOC(=O)c1c(C)nc2c(c1-c1cc(OC)ccc1OC)C(=O)c1ccccc1-2	-9%	0%	-10	.	-1	-2%	-8%
67	O=C(CCn1nc(-c2ccc(Cl)cc2)ccc1=O)NCc1cccnc1	1%	5%	-13	1%	21	4%	1.2µM*
68	O=C(Nc1ccc(C(F)(F)F)cc1)OC1CN2CCC1CC2 (stereo not drawn)	-10%	2%	55*	0%	32*	?	?
69	CCN(CC)S(=O)(=O)c1ccc2c(c1)N(CC(=O)NCCc1ccc(S(N)(=O)=O)cc1)C(=O)CO2	-28%	4%	20	0%	-6	-22%	19%
70	CCOC(=O)c1c(CN(C)C)n(-c2ccccc2)c2cc(Br)c(O)cc12	46%	-10%	-7	2%	-2	25%	1.2µM*
71	Cc1cc(C)c(C)c(S(=O)(=O)N2CCN(C(=O)c3ccccn3)CC2)c1C	106%[activator]	.	.	-1%	.	-16%	-28%

Some of the entries so far, with two lines to a compound.
Screens in order – AmpC inh no detg	LmPK inh	Shiga toxin inh	TbPYK inhibitor	Cycloheximide cs	Pf growth 96h	Pf growth 48h
#61 COC(=O)CCC(=O)NNC(=O)C1CC1(c1ccccc1)c1ccccc1 (stereo not drawn)
→ -3%	-13%	-6	6%	-4	10µM*	18%
#62 COc1cc(C(=O)Nc2ccncc2)cc(OC)c1OC
→ -3%	4%	6	0%	13	?	27%
#63 Nc1nonc1-c1noc(N2CCCCC2)n1
→ -4%	-18%	80*	-2%	30*	32%[activator]	96%[activator]
#64 CCc1cccc(OCCn2nc(C(=O)O)c3ccccc3c2=O)c1
→ -5%	0%	3	-11%	2	55%[activator]	-13%
